High-throughput results as filed in PubChem BioAssay.
MgcRacGAP inhibition – MgcRacGAP GTPase-activating activity inhibitors, confirmation, biochemical, ADP Hunter fluorescence | inhibition, % at 30 µM; hits with a dose series show IC50 in µM | MgcRacGAP-stimulated Rac1 GTP hydrolysis, ADP Hunter fluorescence; higher % means a stronger effect; GST-tagged Rac1 F28L mutant substrate | hit rate 0.6% among 340,000;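 active = first-screen hits whose inhibition reached a set limit at any dose in the follow-up dose series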;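 note: fluorescence reports GDP produced by GAP-driven GTP hydrolysis; strong numbers were not always called active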
NOD1 NF-kB reporter – NOD1 signaling inhibitors, primary screen, cell-based, luminescence, uHTS (AID 1578). NOD1-driven NF-kB luciferase reporter cells, luminescence; higher % means a stronger effect. inhibition, % at 4 µM, or EC50 in µM where a hit was titrated. hit rate 1% among 290,000; in the data active = inhibition mostly above about 36%, no sharp cut-off; inactive = mostly below about 34%;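 note: HEK-293T reporter cells stimulated with the NOD1 agonist gamma-tri-DAP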
KOR beta-arrestin-1 – KOR agonists, beta-arrestin recruitment, primary screen, cell-based, luminescence, uHTS (AID 1777); KOR beta-arrestin recruitment, luminescence; higher % means a stronger effect; activation, % at 10 µM, or EC50 in µM where a hit was titrated; hit rate 0.02% among 280,000; in the data active = activation above about 50%, passing the limit was not always enough; note: a part of the inactive calls stands beside numbers as strong as those of hits
UTI89 phage lysis – protection from phage-mediated lysis, alamar blue read-out – E. coli UTI89, K1F phage, bacterial capsule biogenesis inhibitors (AID 488966). E. coli UTI89 K1F phage lysis, alamar blue, 2 h; higher % means a stronger effect. one-dose inhibition, % at 100 µM; IC50 in µM for titrated hits. hit rate 0.02% among 340,000;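 active = phage lysis inhibition, versus mean bacterial control, above a set limit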;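 note: capsule biogenesis inhibitors block K1F phage lysis so surviving cells raise fluorescence; higher fluorescence means more inhibition of phage lysis; actives were called in the ten point dose series up to 300 µM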
GPR35 antagonists – GPR35 antagonists blocking zaprinast-driven arrestin recruitment, primary screen, imaging, U2OS, beta-arrestin-GFP, zaprinast agonist (AID 2058) | inhibition, % at 10 µM; hits with a dose series show IC50 in µM | U2OS GPR35 beta-arrestin-GFP translocation imaging, zaprinast antagonism; higher % means a stronger effect | hit rate 0.052% among 290,000;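 active = inhibition of at least 50% with at least 30 cells and total cytoplasm GFP at most 10,000,000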
KOR beta-arrestin-2 – KOR antagonists, beta-arrestin recruitment, cell-based, luminescence, uHTS (AID 1778); KOR beta-arrestin recruitment, luminescence, antagonist mode; higher % means a stronger effect; inhibition, % at 10 µM; hits with a dose series show IC50 in µM; hit rate 0.091% among 290,000; in the data active = inhibition above about 50%; note: strong numbers were not always called active
GPR55 antagonists – GPR55 antagonists blocking LPI-driven arrestin recruitment, primary screen, imaging, U2OS, beta-arrestin-GFP, LPI agonist (AID 2013). inhibition, % at 10 µM; hits with a dose series show IC50 in µM. U2OS GPR55 beta-arrestin-GFP translocation imaging, LPI antagonism; higher % means a stronger effect. hit rate 0.13% among 290,000;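 active = spots per cell inhibited over 60%, with over 100 cells counted and total cytoplasm intensity under 500,000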;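 note: U2OS cells stably carrying GPR55 and arrestin-GFP stimulated by 5 µM LPI near EC80; imaged beta-arrestin-GFP aggregate spots per cell after agonist stimulation; plate controls were LPI-stimulated DMSO wells for no effect and DMSO wells without LPI for full effect; some results filed as inactive read as strong as hits; confirmed hits need IC50 under 10 µM and bright autofluorescent wells are also inconclusive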
NTR1 ag – agonists of NTR1, primary screen, imaging, U2OS cells, beta-arrestin-GFP, high content (AID 493036). P30989. NTR1-U2OS beta-arrestin-GFP spot imaging, agonist mode. activation, % at 20 µM. hit rate 0.17% among 330,000;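 active = activation at or above 40% of the spot to cytoplasm intensity ratio, with at least 20 cells analyzed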;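 note: 0% = DMSO without peptide and 100% = 100 nM NTR1 peptide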
Target sequence (P30989 whole entry, looked up): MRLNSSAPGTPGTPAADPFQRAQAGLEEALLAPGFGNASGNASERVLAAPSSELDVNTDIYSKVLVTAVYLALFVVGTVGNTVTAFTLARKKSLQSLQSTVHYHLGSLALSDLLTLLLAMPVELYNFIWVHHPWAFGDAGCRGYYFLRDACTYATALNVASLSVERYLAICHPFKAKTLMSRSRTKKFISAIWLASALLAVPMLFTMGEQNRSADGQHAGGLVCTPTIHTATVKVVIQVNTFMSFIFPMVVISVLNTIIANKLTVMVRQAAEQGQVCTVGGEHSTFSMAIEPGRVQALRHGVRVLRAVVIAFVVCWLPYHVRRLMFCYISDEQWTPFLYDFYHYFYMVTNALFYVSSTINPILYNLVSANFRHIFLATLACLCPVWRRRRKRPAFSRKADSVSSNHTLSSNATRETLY
GPR55 activation – selective activators of receptor GPR55 – imaging, U2OS cells, beta-arrestin-GFP redistribution, primary screen (AID 1961). activation, % at 10 µM; hits with a dose series show EC50 in µM. hit rate 0.048% among 290,000. U2OS GPR55 beta-arrestin-GFP redistribution imaging; higher % means a stronger effect;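 active = activation above 40% with more than 50 cells counted in the well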;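 note: U2OS osteosarcoma cells stably expressing GPR55 and beta-arrestin-GFP; plate controls were DMSO negative control for no effect and LPI positive control for full effect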
NTR1 ag cell count 20 µM – also measured in NTR1 ag; calls as there; cell count; measured here: cell count, cytotoxicity flag
Active calls of the source: *; / = not tested or not shown; [ ] = another dose, or the depositor's remark. Some of the compounds tested, so the mix of outcomes need not match the whole.

Start of the data: the first four records as a preview:
SMILES	MgcRacGAP inhibition	NOD1 NF-kB reporter	KOR beta-arrestin-1	UTI89 phage lysis	GPR35 antagonists	KOR beta-arrestin-2	GPR55 antagonists	NTR1 ag	NTR1 ag cell count 20 µM	GPR55 activation
Cc1cccn2c(=O)c3cc(C(=O)NCC4CCCO4)c(=N)n(CC4CCCO4)c3nc12 (stereo not given)	11%	-16%	2.0%	0.2%	2%	-4%	-5%	1.5	32	-0.1%
COc1ccc2cc(C3(C)NC(=O)N(CC(=O)Nc4c(C)n(C)n(-c5ccccc5)c4=O)C3=O)ccc2c1 (stereo not given)	5%	-7%	2.9%	-0.3%	11%	-34%	-5%	-1.4	82	-0.1%
C/C(=N\S(=O)(=O)c1ccc(C)cc1)Nc1cc(C(C)C)c(O)cc1C	7%	-30%	-2.7%	-0.1%	-3%	-16%	-1%	1.3	99	-0.2%
O=C(NC(=O)c1cccc(OC(F)(F)C(F)F)c1)OC1CCS(=O)(=O)C1 (stereo not given)	0%	1%	-0.4%	0.6%	-6%	-16%	-4%	-0.2	42	0.0%

Results, repeating the preview:
SMILES	MgcRacGAP inhibition	NOD1 NF-kB reporter	KOR beta-arrestin-1	UTI89 phage lysis	GPR35 antagonists	KOR beta-arrestin-2	GPR55 antagonists	NTR1 ag	NTR1 ag cell count 20 µM	GPR55 activation
Cc1cccn2c(=O)c3cc(C(=O)NCC4CCCO4)c(=N)n(CC4CCCO4)c3nc12 (stereo not given)	11%	-16%	2.0%	0.2%	2%	-4%	-5%	1.5	32	-0.1%
COc1ccc2cc(C3(C)NC(=O)N(CC(=O)Nc4c(C)n(C)n(-c5ccccc5)c4=O)C3=O)ccc2c1 (stereo not given)	5%	-7%	2.9%	-0.3%	11%	-34%	-5%	-1.4	82	-0.1%
C/C(=N\S(=O)(=O)c1ccc(C)cc1)Nc1cc(C(C)C)c(O)cc1C	7%	-30%	-2.7%	-0.1%	-3%	-16%	-1%	1.3	99	-0.2%
O=C(NC(=O)c1cccc(OC(F)(F)C(F)F)c1)OC1CCS(=O)(=O)C1 (stereo not given)	0%	1%	-0.4%	0.6%	-6%	-16%	-4%	-0.2	42	0.0%
O=C(CSc1n[nH]c(=O)n1-c1cccnc1)Nc1ccccc1Cl	3%	-47%	-0.4%	0.2%	9%	-10%	13%	-1.3	50	-0.2%
COc1ccc(NC(=O)CN2C(=O)C(c3ccccc3)=NC23CCCCCC3)cc1	5%	-16%	-4.7%	4.2%	1%	45%	-3%	1.9	60	0.2%
Cc1nc2ccccc2c2oc(C(=O)NCCCN3CCCC(C)C3)cc12 (stereo not given)	0%	-6%	3.5%	-0.1%	18%	-21%	17%	-0.6	52	-0.1%
CCc1c(C)sc(NC(=O)c2ccccc2[N+](=O)[O-])c1C(N)=O	8%	-23%	6.8%	4.1%[50 µM]	-4%	0%	-6%	0.9	51	0.6%
CN(C)NC(=O)C(NC(=O)c1ccc(N)cc1)C12CC3CC(CC(C3)C1)C2 (stereo not given)	7%	-26%	-1.7%	0.2%	-2%	6%	10%	1.0	55	0.6%
O=C(O)c1ccc2c(=O)[nH]c(CCl)nc2c1	-1%	-33%	1.1%	0.3%	-6%	0%	-3%	-1.1	52	-1.1%
O=C(Nc1ccc(F)cc1)Oc1ccccc1N1CCOCC1	7%	-9%	-1.9%	7.5%	-15%	20%	7%	0.9	57	-0.2%
Cc1coc2cc3oc(=O)c(CCC(=O)NC4CC4)c(C)c3cc12	1%	-19%	-1.9%	4.5%	-4%	-21%[20 µM]	-5%	2.2	88	-0.2%
CCOC(=O)CSC1=C(C#N)C(c2ccco2)C(C(=O)OCc2ccccc2)=C(C)N1 (stereo not given)	-1%	-13%	30%	5.7%	43%	-257%	8%	41*	51*	-0.1%
C=CCNC(=O)c1csc(-c2ccccc2)n1	11%	9%	-1.4%	0.0%	3%	-5%	-18%	-0.1	95	-0.1%
CN(CC/C=C1/c2ccccc2CSc2ccccc21)CCCO	8%	12%	-2.7%	1.9%[50 µM]	-3%	11%	0%	2.5	48	-0.3%
N#C/C(=C\c1c(N2CCN(Cc3ccccc3)CC2)nc2ccccn2c1=O)S(=O)(=O)c1ccccc1	3%	-9%	1.0%	0.2%	-34%	3%	15%	10	55	0.2%
CCOC(=O)/C(C#N)=C(C)/C=C1\Sc2ccccc2N1CC	-1%	-24%	22%	0.6%	9%	-3%	-3%	2.0	40	-0.2%
Cc1ccc(S(=O)(=O)CC(=O)N(C)C)cc1	1%	-21%	-6.1%	0.5%	-4%	1%	-7%	2.6	45	-0.2%
COc1ccc(-c2cc(C(=O)N/N=C/c3ccc(OC)c(COCC(F)(F)C(F)F)c3)c3ccccc3n2)c(OC)c1	5%	-11%	0.9%	-1.5%	-13%	33%	-4%	-1.9	62	-0.1%
Cc1ccc(-n2[nH]c(C)c(/C=N/NC(=O)c3cccc([N+](=O)[O-])c3)c2=O)cc1C	/	93%*	-3.0%	/	16%	-32%	12%	1.3	55	0.8%
Cc1ccccc1NC(=O)c1[nH]cnc1C(=O)NN	9%	4%	-1.7%	0.0%	6%	-7%	6%	-1.7	49	-0.1%
COc1ccc(-c2nc3c(c(SCC(=O)Nc4cccc(O)c4)n2)Cc2c(CO)cnc(C)c2O3)cc1	1%	-31%	-2.5%	-0.2%	8%	-11%	8%	2.2	63	-0.3%
O=S(=O)(NCCN1CCOCC1)c1cc(Cl)c(Cl)cc1Cl	1%	16%	0.6%	-0.5%	-3%	-20%	-16%	0.4	85	-0.2%
CC(=O)NS(=O)(=O)c1ccc(N=NN2CCOCC2)cc1	5%	-22%	-1.3%	-0.1%	-14%	7%	7%	1.7	40	-0.6%
CCOC(=O)c1nn(-c2ccc(F)cc2)c(C)c1C(C)=O	-8%	0%	-0.3%	0.2%	2%	-7%	-11%	-1.0	47	0.0%
O=C(C1CC(=O)N(C2CCCCC2)C1)N1CCc2ccccc21 (stereo not given)	4%	3%	8.0%	0.2%	-2%	-21%	-6%	-1.7	85	-0.6%
COCCCn1c(SCc2nnc(-c3ccc(OC)c(OC)c3)o2)nc2ccccc2c1=O	4%	21%	-7.6%	-0.2%	-1%	-4%	-9%	3.8	54	0.1%
OC(COc1ccccc1)CSc1ncn[nH]1 (stereo not given)	-6%	-10%	-1.6%	6.3%	-19%	12%	2%	1.3	45	0.2%
C/C(=N\NC(=O)CO/N=C(\C)c1cccs1)c1ccc(N)cc1	8%	-3%	/	-0.1%	4%	13%	-1%	0.8	64	-0.4%
CC(C)OCCCNC(=O)CN1C(=O)c2cccc3cccc1c23	-10%	18%	-0.2%	-0.5%	3%	-20%	10%	0.0	55	-0.1%
CNC(=O)c1cc2cc(OC)ccc2n1CCN(C)C	7%	1%	1.6%	-0.1%	8%	-5%	7%	-2.0	67	0.2%
NC(=O)c1nsc(C(=O)N(c2ccccc2)C(C(=O)NC2CCCCC2)c2ccc(O)cc2)c1N (stereo not given)	3%	-10%	-2.6%	-0.1%	10%	8%	8%	2.4	60	0.3%
COc1ccc(/C=C/C(=O)OCC(=O)NC(=O)NC(C)(C)C)cc1	3%	-24%	-0.7%	0.3%	-1%	15%	3%	0.5	37	-0.4%
O=C(NS(=O)(=O)Oc1ccc(F)c(Cl)c1)OC[C@@H]1CCCN2CCCCC12 (stereo not given in full)	3%	-25%	1.3%	1.2%	-11%	-10%	0%	-0.2	58	-0.3%
COC(=O)c1[nH]c2ccc(F)cc2c1NS(=O)(=O)c1ccc(OC)cc1	9%	-36%	3.3%	1.9%[50 µM]	6%	-96%	-5%	3.5	41	0.3%
COc1nc(NC(C)C)nc(N(C#N)CN2C(=O)c3ccccc3S2(=O)=O)n1	-36%	-1%	8.4%	2.5%[50 µM]	-5%	-16%	-2%	2.0	49	-0.3%
COCCN(C(=O)COC(=O)/C=C/c1ccc2ccccc2n1)c1c(N)n(Cc2ccccc2)c(=O)[nH]c1=O	7%	-1%	10%	-0.2%	6%	-6%	-5%	1.6	52	-0.2%
COC(=O)c1ccc(C2Nc3cccc4cccc(c34)N2)cc1	20%	-29%	-1.1%	1.1%	-5%	-44%	5%	-1.3	64	0.1%
COC(=O)CSc1nc2sc3c(c2c(=O)n1-c1ccc(OC)cc1)CCN(C)C3	-5%	2%	2.3%	0.2%	-2%	-14%	6%	0.3	79	-0.1%
Cc1ccccc1Oc1cc(NC(=O)Cn2cnc([N+](=O)[O-])c2)cc([N+](=O)[O-])c1	4%	-26%	2.0%	0.1%	9%	-13%	-1%	2.6	52	-0.6%
COC(=O)C1CC(=O)c2sccc2C1 (stereo not given)	12%	-9%	5.5%	2.3%[50 µM]	5%	-8%	3%	-0.8	66	0.4%
CC1CCCN(c2ccc(C(=O)NCc3ccc4c(c3)OCO4)cc2[N+](=O)[O-])C1 (stereo not given)	4%	-35%	-4.8%	2.5%	-17%	2%	4%	-0.6	69	-0.1%
CC1CCC(NC(=O)CN2C(=O)c3cccnc3Oc3ccc(Cl)cc32)CC1 (stereo not given)	-32%	-10%	2.7%	-0.6%	21%	14%	6%	-0.5	46	-0.1%
COc1cccc(-c2nnc(SCC(=O)N3CCOCC3)o2)c1	3%	-56%	-5.8%	0.3%	-8%	-33%	-1%	0.0	48	-0.3%
COc1ccc(NC(=O)CS(=O)CC(=O)Nc2cccc3cccnc23)cc1 (stereo not given)	5%	-18%	7.6%	-0.1%	11%	-61%	4%	0.5	46	-0.1%
Cc1ccc(OCC(=O)NC(C)c2ccccc2)cc1C (stereo not given)	-4%	-7%	-1.0%	-0.5%	7%	6%	4%	-0.3	44	0.0%
COc1cccc(C(=O)N2CCN(C(=O)c3cccc(F)c3)CC2)c1	5%	-25%	-3.4%	3.6%	0%	9%	0%	-2.8	57	-0.3%
Cn1cc(S(=O)(=O)N2CCc3ccccc32)cc1C(=O)NC1CCCCC1	2%	7%	-3.2%	2.7%	7%	-14%[20 µM]	1%	2.2	90	-0.1%
O=C(CC1CCS(=O)(=O)C1)NC1CCCCC1 (stereo not given)	3%	-4%	-4.6%	-0.6%	5%	22%	14%	-1.2	57	-0.1%
Cc1c(C(=O)NCc2ccccn2)oc2ccc(S(=O)(=O)N3CCC4(CC3)OCCO4)cc12	6%	-8%	-0.7%	-0.1%	-9%	-4%	6%	-0.4	85	-0.2%
Cc1ccc(S(=O)(=O)N(CC(=O)N2CCC(C(N)=O)CC2)Cc2ccc(F)cc2)cc1	6%	1%	-0.2%	1.8%	0%	7%	-8%	-0.7	62	-0.1%
